FLuc modulator = qHTS profiling assay for firefly luciferase inhibitor/activator using purifed enzyme and Km concentrations of substrates (counterscreen for miR-21 project); actives 6.9% (n = 360,000); purified FLuc, Km substrates, luminescence inhibition; AID 588342, 2011; Potency, µM (highest dose often 57.5 µM), for inactives: top-dose activity change, negative = inhibition, hits mostly inhibitors; Luciferin 4-monooxygenase (Photinus pyralis), P08659; active = well fitted inhibition curve with a large enough effect; inconclusive = small, poorly fitted or top-dose-only effect;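 note: plate controls were vehicle for no effect and reference inhibitor for full effect; nearly all actives have a fitted effect of over 55% in size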
Target sequence (P08659 whole entry, looked up): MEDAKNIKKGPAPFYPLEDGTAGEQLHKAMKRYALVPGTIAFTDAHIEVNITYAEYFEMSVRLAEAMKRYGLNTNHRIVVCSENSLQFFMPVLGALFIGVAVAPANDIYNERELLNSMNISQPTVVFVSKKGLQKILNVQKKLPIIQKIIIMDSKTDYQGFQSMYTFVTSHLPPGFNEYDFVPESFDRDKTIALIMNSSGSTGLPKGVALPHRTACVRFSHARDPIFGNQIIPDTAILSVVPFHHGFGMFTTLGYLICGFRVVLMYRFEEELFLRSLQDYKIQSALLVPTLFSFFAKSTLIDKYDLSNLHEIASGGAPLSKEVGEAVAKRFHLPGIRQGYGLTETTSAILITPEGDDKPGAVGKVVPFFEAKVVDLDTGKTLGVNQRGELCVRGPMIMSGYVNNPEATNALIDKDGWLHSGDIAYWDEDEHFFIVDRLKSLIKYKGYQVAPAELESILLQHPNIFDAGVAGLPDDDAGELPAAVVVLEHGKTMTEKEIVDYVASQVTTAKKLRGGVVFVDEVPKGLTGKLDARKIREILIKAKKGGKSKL
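Biochemical qHTS of compounds, final roughly 60 µM downward over six points, against 10 nM purified firefly luciferase using Km concentrations of substrates (10 uM D-luciferin, 10 uM ATP) in Tris acetate pH 7.5 buffer; luminescence output.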
Numbers without * were called inactive; ? = inconclusive. Potency is the fitted concentration of half-maximal effect.

Preview (2 entries):
SMILES	FLuc modulator
COc1ccc(OCc2ccc(-c3nc(C#N)c(NC(C)c4ccccc4)o3)o2)cc1 (stereo not drawn)	-1%
Cc1ccc(Cl)c2sc(NC(=O)CS(=O)(=O)c3ccc(Cl)cc3)nc12	?

The list itself (from the top)
SMILES	FLuc modulator
COc1ccc(OCc2ccc(-c3nc(C#N)c(NC(C)c4ccccc4)o3)o2)cc1 (stereo not drawn)	-1%
Cc1ccc(Cl)c2sc(NC(=O)CS(=O)(=O)c3ccc(Cl)cc3)nc12	?
COc1ccc(-c2cn3cccnc3n2)cc1NC(=O)c1ccccc1C(F)(F)F	-7%
CCOc1ccc(CCNCc2c(C(=O)O)n(Cc3ccc(C)cc3)c3cc(OC)ccc23)cc1	-10%
Cc1ccc(-n2c(=O)c3c(C)c(C)sc3n(CC(=O)NCc3ccccc3)c2=O)cc1C	-1%
Cc1ccc(NC(=O)CSc2n[nH]c(-c3ccc(F)cc3)n2)cc1F	?
CCCn1c2ccccc2c2cnn(CC(=O)N3CCN(c4ccccc4)CC3)c(=O)c21	?
CCCN(C(=O)Cn1ncc2c([nH]c3ccccc32)c1=O)c1ccc(F)cc1	-12%
CCC1CN(C(=O)C2CCN(S(=O)(=O)c3c(C)noc3/C=C/c3ccccc3F)CC2)c2cc(Cl)ccc2O1 (stereo not drawn)	-2%
CCn1c2c(c(=O)n3ncc(C(=O)N4CCN(c5ccc(Cl)cc5)CC4)c13)CN(Cc1ccc(OC)cc1)CC2	-14%
N#C/C(=C\c1ccc(OCc2ccc(Cl)cc2Cl)cc1)c1nc2ccccc2[nH]1	-7%
COc1ccc(NC(=O)CSc2ccc3nc(-c4ccccc4)cn3n2)cc1OC	-18%
Cc1ccccc1-c1noc(CSc2nnc(Cc3ccccc3)n2-c2ccc(F)cc2)n1	-14%
Cc1ccc(C)c(CN2C(=O)c3ccccc3S(=O)(=O)c3ccc(C(=O)N4CCOCC4)cc32)c1	-4%
Cc1ccccc1CNC(=O)c1cnc2sc(N3CCOCC3)nn2c1=O	2%
O=C(NC1CCCCC1)c1ccc2c(c1)N(Cc1ccc(F)cc1)C(=O)c1ccccc1S2(=O)=O	-4%
CC1(C(=O)NC2CCCCC2)Cc2ccccc2C(=O)N1Cc1ccccc1Cl (stereo not drawn)	-9%
Cc1ccc(S(=O)(=O)Nc2ccc3nc(-c4cccc(Cl)c4)oc3c2)cc1	-16%
O=c1c(N2CCc3ccccc3C2)csc2ccc(Br)cc12	9.5µM*
CC(C)N1CCc2nc(SCC(=O)Nc3cccc(F)c3)[nH]c(=O)c2C1	-1%
Cc1ccc(CNC(=O)c2cc3c(s2)-c2ccccc2SC3)cc1	-6%
Cc1ccccc1Cn1c(=O)n(CC2CCC(C(=O)N3CCOCC3)CC2)c(=O)c2sccc21 (stereo not drawn)	-3%
CCc1ccc(NC(=O)CSc2nc3ncccc3[nH]2)cc1	?
CCSc1ncc(Cl)c(C(=O)Nc2c(C(=O)Nc3ccc(Cl)cc3)oc3ccccc23)n1	1%
Cc1ccc(N2CCN(c3ncnc4onc(-c5ccc(F)cc5)c34)CC2)c(C)c1	-1%
Next results follow.
SMILES	FLuc modulator
CCCCCOC(=O)CSc1nc2sc3c(c2c(=O)n1Cc1ccccc1)CC(C)(C)OC3	-2%
COc1ccccc1NC(=O)c1c(C)cc(C)nc1SCC(=O)Nc1ccc(C)c(C)c1	-2%
CC1Cc2cc(S(=O)(=O)N(C)c3ccc(Br)cc3)ccc2N1C(=O)C1CC1 (stereo not drawn)	1%
CCOc1ccc(NC(=O)CN2C(=O)C(c3ccccc3)=NC23CCCCCC3)cc1	-4%
CC(=O)Nc1ccc(S(=O)(=O)NCC2CCC(C(=O)NCCc3ccc(C)cc3)CC2)cc1 (stereo not drawn)	-4%
Cc1ccc(CCNC(=O)c2ccc3c(c2)nc2n3CCOC2)cc1	-18%
CCCOc1ccc(Oc2nc(NC)nc(N3CCOCC3)n2)nn1	-6%
COc1ccc2[nH]cc(CCNC(=O)Nc3c(C)cccc3C)c2c1	-2%
O=C(Nc1ccc(Br)cc1)c1cnn2c1NC(=C1CC1)C=C2C(F)F	1%
CCc1ccc(NC(=O)CSc2nc(-c3ccccc3)c(C#N)c(=O)[nH]2)cc1	11µM*
COc1ccc(Nc2c3c(nc4ccc(NC(=O)/C=C/c5cccc(OC)c5OC)cc24)CCCC3)cc1OC	10%
COC(=O)c1ccc(CN(Cc2ccc(OC)c(OC)c2)S(=O)(=O)c2ccc(F)c(C(=O)Nc3cc(C)ccc3C)c2)cc1	-3%
COc1ccc(NC(=O)Nc2nnc(N(CC(C)C)CC(C)C)s2)c(OC)c1	4%
CCN(CC)CCNC(=O)C(=O)Nc1c2c(nn1-c1ccc(F)cc1)CSC2	2%
COc1ccc(-n2cc(-c3ccccc3)c3c(NCCc4ccc(OC)c(OC)c4)ncnc32)cc1	-7%
CCOc1cccc(C(=O)N(Cc2ccc(CC)cc2)C2CCS(=O)(=O)C2)c1 (stereo not drawn)	-2%
CCOc1ccc(NC(=O)CN(Cc2ccccc2)S(=O)(=O)c2ccc(Cl)cc2)cc1	-6%
COC(=O)c1ccc(NC(=O)CN(c2cccc(C(F)(F)F)c2)S(C)(=O)=O)cc1	-1%
COc1ccccc1C(=O)Nc1c(C(=O)N2CCN(c3ccc(F)cc3)CC2)oc2ccccc12	2%
COc1ccc(Cn2c(SCc3ccc(C(=O)NC4CCCCC4)cc3)nc3ccncc32)cc1	?
COCCCn1c(=O)c2sccc2n2c(CCCC(=O)Nc3cc(C)cc(C)c3)nnc12	4%
CC(=O)c1cccc(NC(=O)c2ccc3nc(Cc4ccccc4)oc3c2)c1	-15%
CCOc1cc(-c2nnc(SCC(=O)NCCCOC)nc2-c2ccc(OC)c(OCC)c2)ccc1OC	0%
Cc1ccc(CNC(=O)CN(c2cccc(C)c2C)S(=O)(=O)c2ccccc2)cc1	-12%
Cc1ccc(NC(=O)/C(C#N)=C\c2ccc(Cl)cc2Cl)cc1C	-19%

Some of these compounds in order of SMILES length, descending:
SMILES	FLuc modulator
COc1ccccc1NC(=O)c1c(C)cc(C)nc1SCC(=O)Nc1ccc(C)c(C)c1	-2%
CCOc1cccc(C(=O)N(Cc2ccc(CC)cc2)C2CCS(=O)(=O)C2)c1 (stereo not drawn)	-2%
CCN(CC)CCNC(=O)C(=O)Nc1c2c(nn1-c1ccc(F)cc1)CSC2	2%
Cc1ccc(CCNC(=O)c2ccc3c(c2)nc2n3CCOC2)cc1	-18%

Shown in markdown: two of the compounds above
| SMILES | FLuc modulator |
| --- | --- |
| CC(=O)Nc1ccc(S(=O)(=O)NCC2CCC(C(=O)NCCc3ccc(C)cc3)CC2)cc1 (stereo not drawn) | -4% |
| Cc1ccc(CCNC(=O)c2ccc3c(c2)nc2n3CCOC2)cc1 | -18% |

(list continues)
SMILES	FLuc modulator
COC(=O)c1c(NC(=O)c2ccc(C(C)(C)C)cc2)sc2c1CCC(C)C2 (stereo not drawn)	1%
COc1ccccc1NC(=O)Cn1c(=O)n(CCCCCC(=O)NCc2ccccc2)c(=O)c2sccc21	-3%
Cc1cccc2nc(-c3cccnc3)c(Nc3ccc(C(C)C)cc3)n12	3%
CCN(CC)c1nn2c(=O)c(C(=O)NCCc3cccc(C)c3)cnc2s1	-14%
Cc1nn2c(C)c(C(=O)NCC(C)c3ccccc3)cnc2c1-c1ccccc1 (stereo not drawn)	-19%
O=C(c1ccc2c(c1)N(Cc1ccccc1)C(=O)c1ccccc1S2(=O)=O)N1CCCCCC1	2%
COc1ccc(NC(=O)CC2C(=O)N(c3ccc(F)cc3)C(=O)N2Cc2ccco2)cc1 (stereo not drawn)	-7%
O=C(Cn1cc(SCc2c(F)cccc2Cl)c2ccccc21)N1CCCCCC1	?
CCOc1ccc(C(=O)Nc2ccc(C(=O)OCc3cc(=O)n4nc(CC)sc4n3)cc2)cc1	-8%
COc1cc(NC(=O)CSc2ccc(-c3sc(C)nc3C)nn2)cc(OC)c1	?
O=C(Cn1ncn2c(cc3sccc32)c1=O)NCCc1ccccc1	-6%
CCOc1cccc(C(=O)Nc2ccc(-c3nc4cc(C)cc(C)c4o3)cc2)c1	-13%
Fc1ccccc1N1CCN(c2ncnc3c2nc2n3CCCC2)CC1	-2%
Cc1ccc(S(=O)(=O)CC(=O)Nc2sc3c(c2C(N)=O)CCCC3)cc1	6%
CCCCC(=O)Nc1nnc(S(=O)(=O)N(C)Cc2ccc(Cl)cc2)s1	3%
CC(C)c1ccc(NC(=O)C2CCCN2S(=O)(=O)c2ccc3nc(-c4ccccc4)[nH]c3c2)cc1 (stereo not drawn)	-7%
CCCNC(=O)C1CCC(Cn2c(=O)c3sccc3n(CC(=O)N3CCCC3)c2=O)CC1 (stereo not drawn)	-3%
Cc1ccccc1NC(=O)CSc1cn(CC(=O)N(C(C)C)C(C)C)c2ccccc12	3%
CCN(C(=O)c1cc(S(=O)(=O)N2CCOCC2)cn1C)c1ccc(OC)cc1	-2%
CCOC(=O)c1c(-c2ccc(Br)cc2)csc1NC(=O)c1ccc(C(C)(C)C)cc1	-4%
CCc1nnc(SC(CC)C(=O)NCCOC)c2cc3occc3n12 (stereo not drawn)	-8%
CCOc1ccc(C2CC(=O)N(c3cccc(F)c3)C3=C2C(=O)OC3)cc1 (stereo not drawn)	0%
CCOC(=O)c1cc(C)n(CC2CCC(C(=O)Nc3ccc(C(=O)OC)cc3)CC2)c1C (stereo not drawn)	2%
Cc1ccc(Cl)cc1NC(=O)Cn1c(=O)oc2cc(S(=O)(=O)N3CCCC3)ccc21	-7%
COc1ccc(-c2cc3nc(C4CCN(C(=O)OC(C)(C)C)CC4)c(C(=O)Nc4cc(C)cc(C)c4)cn3n2)cc1	-2%

Six entries drawn at random from those above, as already listed:
SMILES	FLuc modulator
Cc1ccccc1CNC(=O)c1cnc2sc(N3CCOCC3)nn2c1=O	2%
CCCNC(=O)C1CCC(Cn2c(=O)c3sccc3n(CC(=O)N3CCCC3)c2=O)CC1 (stereo not drawn)	-3%
Cc1ccccc1-c1noc(CSc2nnc(Cc3ccccc3)n2-c2ccc(F)cc2)n1	-14%
CCCn1c2ccccc2c2cnn(CC(=O)N3CCN(c4ccccc4)CC3)c(=O)c21	?
CC1Cc2cc(S(=O)(=O)N(C)c3ccc(Br)cc3)ccc2N1C(=O)C1CC1 (stereo not drawn)	1%
Cc1ccc(NC(=O)/C(C#N)=C\c2ccc(Cl)cc2Cl)cc1C	-19%

More records:
SMILES	FLuc modulator
Cn1c(SCC(=O)Nc2nc3ccccc3s2)ncc(C(=O)Nc2ccccc2)c1=O	-6%
Cc1cccc2c1-c1sc(C(=O)N(C)c3cccc(Cl)c3)cc1CO2	-12%
COc1cc(OC)c(NC(=O)Nc2nnc(N(C)C3CCCCC3)s2)cc1Cl	2%
COc1cccc(CNC(=O)Cn2cccc2C(=O)c2ccccc2)c1	-3%
COc1ccc(N2C(N)=C(C#N)C(c3cc(CN4CCOCC4)cs3)C3=C2CCCC3=O)cc1 (stereo not drawn)	0%
O=C(Nc1cccc(Cl)c1)c1ccc2c(c1)CCN2S(=O)(=O)c1ccccc1	3%
COc1ccc(NC(=O)CSc2nc(-c3ccccc3)nc3c2Cc2c(CO)cnc(C)c2O3)cc1Cl	-2%
CCCCNC(=O)C(CC)Sc1nnc(-c2ccc(OC)c(OC)c2)c(-c2ccc(OC)c(OC)c2)n1 (stereo not drawn)	-1%
O=C(CSc1nc2c([nH]c3ccccc32)c(=O)n1-c1ccccc1)N1CCCC1	1%
Cc1ccc(-c2cc(-c3ccccc3)c(C#N)c(SCC(O)CS(=O)(=O)Cc3ccccc3)n2)cc1 (stereo not drawn)	-13%
COc1cc(NC(=O)CC2C(=O)N(c3ccccc3)C(=O)N2Cc2ccc(F)cc2)cc(OC)c1 (stereo not drawn)	2%
CCc1nnc(SCc2ccc(F)cc2Cl)c2cc3sccc3n12	5%
Cc1ccccc1OCc1nnc(SCc2cc(=O)c3ccc(C)c(C)c3[nH]2)n1C	2%
CCCCn1cc(S(=O)(=O)c2ccc(C)c(C)c2)c(=O)c2cc(F)c(N3CCCC(C)C3)cc21 (stereo not drawn)	-1%
Cc1ccc(NC(=O)Nc2nnc(N3CCCCC3)s2)c(C)c1	-2%
COc1cc2ccccc2cc1C(=O)Nc1cccc(-c2nc3cc(C)ccc3o2)c1C	-7%
CCN1CCN(C(=O)Cn2ncc3c4ccccc4n(Cc4ccccc4)c3c2=O)CC1	-7%
CCc1ccccc1NC(=O)CSc1nc(-c2ccccc2OC)nc2c1Cc1c(CO)cnc(C)c1O2	-2%
O=C(NCCc1csc2nc(-c3ccccc3F)nn12)c1ccccc1C(F)(F)F	1%
CC(C)c1ccc(S(=O)(=O)c2cnc(SCC(=O)Nc3ccc4c(c3)OCCO4)[nH]c2=O)cc1	11µM*
O=C(Cc1ccc(F)cc1)NC1CC(=O)N(c2ccccc2)C1 (stereo not drawn)	-4%
CCc1ccc(OCC(=O)Nc2c(C(=O)c3ccc(Br)cc3)oc3ccccc23)cc1	3%
CC(C)(C)n1ncc2c(=O)n(Cc3cccc(C(F)(F)F)c3)cnc21	-9%
CCOc1ccc(N(C(C)C(=O)Nc2cc(Cl)ccc2OC)S(C)(=O)=O)cc1 (stereo not drawn)	6%
Cc1ccc2[nH]c3c(=O)n(CC(=O)N4CCN(c5cccc(C(F)(F)F)c5)CC4)ncc3c2c1	0%
Further structures follow.
SMILES	FLuc modulator
COc1ccc(C2C(C(=O)Nc3ccccc3)=C(C)Nc3c(C(=O)Nc4ccccc4)cnn32)cc1 (stereo not drawn)	-6%
CCOc1ccc(-c2c(C)nn3c(C)c(C(=O)Nc4cc(C)cc(C)c4)cnc23)cc1OCC	-5%
O=C(c1ccc([N+](=O)[O-])cc1)N1CCN(c2ccc(Nc3ccccc3)nn2)CC1	3%
CC(Sc1nc(=O)cc(N)n1CCc1ccccc1)C(=O)Nc1ccc(Cl)cc1 (stereo not drawn)	-2%
CCOc1cc2[nH]c(=O)n(Cc3ccc(C(=O)NCCN(CC)CC)cc3)c(=O)c2cc1OCC	2%
CNS(=O)(=O)c1cn(CC(=O)N2CCN(c3ccc(C(C)=O)cc3)CC2)cc1S(=O)(=O)NC	-6%

This is a subset. The share of hits here may be higher or lower than overall.
